# Screening data as filed in PubChem BioAssay.
# ssDAF-12 act = S. stercoralis DAF-12 nuclear receptor activators, primary screen, cell-based, luminescence, HEK293, GRIP1 co-expression, lit1-tk-luc; Nuclear hormone receptor DAF-12 (Strongyloides stercoralis); HEK293 ssDAF-12/GRIP1 lit1-tk-luc reporter; % of 3 µM dafachronic acid response; activation, % at 6.8 µM; hit rate 1% among 370,000;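 active means activation above the mean over all tested compounds plus 3 SD, cut at about 0.9% in these data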;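 further: 0% = DMSO-only wells and 100% = 3 µM delta7-dafachronic acid wells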
# hgDAF12 agonist = H. glycines DAF-12 receptor agonists, primary screen, cell-based, luminescence, HEK293, GAL4 fusion, UAS-luciferase | Nuclear hormone receptor DAF-12 (Heterodera glycines), GAL4 fusion | HEK293 GAL4-hgDAF12 UAS-luciferase reporter, agonist luminescence; normalized to butyrate control | activation, % at 6.8 µM | hit rate 1.8% among 370,000;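 active means activation above a cutoff set at the mean of all screened compounds plus 3 SD, cut at about 10% in these data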;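 further: 0% = DMSO wells and 100% = sodium butyrate wells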
# NR1D1 modulator = modulators of Rev-erb alpha DNA binding, primary screen, biochemical, FITC-DNA, fluorescence polarization, uHTS; AID 1259318, 2017; activity, % at 10 µM; hit rate 0.79% among 370,000; Rev-erbα–FITC-DNA binding, 90 min; Nuclear receptor subfamily 1 group D member 1 (Homo sapiens), P20393;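 active means activity above about 14%, limit read from the data; passing the limit was not always enough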;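 further: 0% = DMSO wells with 35 nM protein and 100% = DMSO wells with 750 nM protein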
# PLC-beta3 inh = human PLC-beta3 inhibitors, primary screen, biochemical, fluorescence; 1-phosphatidylinositol 4,5-bisphosphate phosphodiesterase beta-3 (Homo sapiens), Q01970; Purified PLC-beta3, fluorogenic substrate; inhibition, % at 12.2 µM; hit rate 0.18% among 370,000; in the data active means inhibition above about 11%;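 further: 0% = median of compound wells on plate and 100% = full blocker control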
# ADAM17 inh = ADAM17 inhibitors, primary screen, biochemical, QFRET; recombinant ADAM17, EDANS/DABCYL FRET peptide cleavage; Disintegrin and metalloproteinase domain-containing protein 17 (Homo sapiens), P78536; inhibition, % at 6.95 µM; hit rate 0.83% among 370,000; AID 720648, 2013;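 active means inhibition above the mean of compounds lying between control limits plus 3 SD, set per campaign, cut at about 8.5% in these data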;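 further: 0% = DMSO-only wells as the low control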
# PLC-gamma1 inh = PLC-gamma1 enzyme inhibitors, primary screen, biochemical, fluorescence, purified enzyme. hit rate 0.84% among 370,000. inhibition, % at 12.2 µM. 1-phosphatidylinositol 4,5-bisphosphate phosphodiesterase gamma-1 (Homo sapiens), P19174. AID 720700, 2013. fluorogenic substrate; in the data active means inhibition above about 9.5%
# hcDAF-12 act = H. contortus DAF-12 nuclear receptor activators, primary screen, cell-based, luminescence, HEK293, lit1-tk-luc reporter. HEK293 hcDAF-12 lit1-tk-luc reporter; 0% DMSO, 100% Δ7-dafachronic acid. activation, % at 6.8 µM. hit rate 1.4% among 370,000;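 active means activation above the mean of all tested compounds plus 3 SD, cut at about 5.5% in these data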;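 further: 100% = response to 3 µM Δ7-dafachronic acid high control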
# SMARCA2 act = SMARCA2 (BRM) function activators, primary screen, cell-based, luminescence, high throughput. MG213 cells, MMTV-luciferase reporter, dexamethasone, overnight. activation, % at 9.1 µM. hit rate 1% among 370,000; in the data active means activation above about 7.8%;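 further: 0% = vehicle wells and 100% = reference activator wells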
# MBD2 inh = inhibitors of MBD2 binding to methylated DNA, primary screen, biochemical, TR-FRET, DNA-binding domain, human. Methyl-CpG-binding domain protein 2 (Homo sapiens), Q9UBB5. MBD2 binding to methylated oligonucleotide. inhibition, % at 4.4 µM. hit rate 0.31% among 370,000; in the data active means inhibition above about 13%
# DAX1 inh-1 = DAX1 (NR0B1) inhibitors on StAR promoter, primary screen, cell-based, luminescence, SF-1 (NR5A1), full-length DAX-1 | HEK293T StAR-luciferase reporter, SF-1/DAX-1 repression relief | hit rate 1.1% among 370,000 | AID 652010, 2013 | inhibition, % at 6.8 µM;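 active means inhibition above the mean over all tested compounds plus 3 SD, cut at about 3.6% in these data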;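 further: 0% = DAX-1 cells with DMSO and 100% = cells lacking DAX-1 with DMSO; higher inhibition means more luminescence from relief of DAX-1 repression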
# DAX1 inh-2 = DAX1 (NR0B1) inhibitors, primary screen, cell-based, HEK293, Gal4-DAX1, luciferase luminescence; Nuclear receptor subfamily 0 group B member 1 (Homo sapiens), P51843; HEK293 Gal4-DAX1 luciferase reporter; inhibition, % at 6.75 µM; hit rate 0.99% among 340,000; AID 504766, 2011;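 active means inhibition above the mean over all tested compounds plus 3 SD, cut at about 4.2% in these data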;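 further: 0% = DAX1-transfected cells with DMSO and 100% = empty-vector control cells with DMSO; inhibition shows as a rise in luminescence from relieved DAX1 repression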
# Active calls of the source: *; i = inactive; · = not tested or not shown. The order is random; about 7.4% have a hit in one of these screens.
molecule,NR1D1 modulator,DAX1 inh-1,DAX1 inh-2,ssDAF-12 act,hgDAF12 agonist,hcDAF-12 act,SMARCA2 act,ADAM17 inh,PLC-beta3 inh,MBD2 inh,PLC-gamma1 inh
NC(=O)C1CCN(C(=O)c2ccc(OCC(=O)Nc3cccc(C(F)(F)F)c3)cc2)CC1,2,-0.8,-1.2,-1.2,-1.8,-1.9,-3,2,0,1,8
O=C1NC[C@H](CCCCN2C[C@H](Cc3ccccc3)N(CCc3ccc(O)cc3)C(=O)C2=O)N(CCC2CCCCC2)C1=O,-8,-0.6,·,-1.0,-0.2,-2.1,0,-3,0,-5,2
Cc1c(C(=O)OCC(=O)N2CCCC(C)C2)oc2ccccc12 (stereo not drawn),4,2.6,2.7,-0.7,-0.8,0.4,-1,-2,-4,1,0
C=CCN(CC=C)C[C@@H]1CSCCS(=O)(=O)N1,3,0.9,·,-0.1,-0.1,0.0,-5,-3,7,1,-1
Cc1ccc(NC(=O)COc2ccc(Br)cc2CO)cc1,-8,-0.2,2.2,-1.0,3.2,-1.4,-2,9.3*,1,-11,3
Cn1cccc1CC(=O)NNC(=S)Nc1ccc(Cl)cc1Cl,0,0.0,0.0,-1.2,-2.2,-1.9,2,1,-1,-6,1
CC(C)(C)NC(=O)COC(=O)c1ccccc1NC(=O)c1ccco1,3,-1.3,0.7,-1.3,2.4,-1.0,3,-5,-13,1,0
CCCCn1c(N)c(N(CC(C)C)C(=O)CCCn2c(=O)oc3ccccc32)c(=O)[nH]c1=O,-4,0.1,4.3*,-1.4,0.9,-1.3,-3,3,3,-4,4
O=C(Nc1c2c(nn1-c1cccc(Cl)c1)CS(=O)(=O)C2)c1ccco1,-2,0.2,0.1,-1.6,-0.2,0.5,2,-4,-14,2,-4
CCCC(C)NC(=S)Nc1cc(C)cc(C)c1 (stereo not drawn),0,0.0,-0.4,-2.0,1.8,0.9,4,0,-1,3,3
COc1ccc(N(CC(=O)N2CCN(Cc3ccccc3)CC2)S(C)(=O)=O)c(OC)c1,-4,-0.3,1.6,0.5,-0.9,5.0,-1,-2,-9,-1,-2
CSCC[C@H](NC(=O)c1cc([N+](=O)[O-])ccc1Cl)c1nc2ccccc2[nH]1,2,1.3,0.9,0.4,0.5,5.9*,2,0,-1,2,3
COC1OC2COC(c3ccccc3)OC2C(OC(=O)c2ccccc2)C1OC(=O)c1ccccc1 (stereo not drawn),-2,-0.7,1.7,-1.4,-2.2,-1.1,-5,-2,4,-5,5
N#Cc1cnn2cc(CCN3CCOCC3)c(-c3ccc(F)cc3)nc12,2,0.5,0.4,-1.9,-0.2,-1.5,-3,-62,-250,-2,-168
O=C(N/N=C/c1cc([N+](=O)[O-])ccc1O)C(O)(c1ccccc1)c1ccccc1,6,-1.0,-1.2,-1.0,-0.7,-1.4,-3,6,-7,-4,6
Cc1cccnc1C(NC(=O)C1CCN(CCOc2ccc(F)cc2)CC1)c1ccc(F)cc1 (stereo not drawn),-7,0.1,·,-1.3,-0.7,-0.5,1,3,6,-3,5
N#CC1CCCc2c1[nH]c1ccc([N+](=O)[O-])cc21 (stereo not drawn),0,0.0,·,-2.0,-2.6,0.3,-5,1,-9,-2,1
COC(=O)[C@@]1(Cc2ccc(F)cc2)[C@H]2c3cc(C(=O)N4CCCC4)n(C[C@H](O)CO)c3C[C@H]2CN1C(=O)c1ccccc1,-4,-0.7,·,-1.9,-1.9,-1.9,-2,-1,-6,4,-1
O=C1Nc2ccc(Br)cc2C1Cc1ccccc1F (stereo not drawn),-5,0.1,-0.5,-1.2,-0.3,0.0,-1,2,0,-1,1
Cc1c(NC(=O)Nc2ccc(C#N)cc2)c(=O)n(-c2ccccc2)n1C,1,-0.1,0.4,-0.5,0.4,-2.0,-2,-5,-3,-4,3
c1ccc(C2c3[nH]c4ccccc4c3CCN2Cc2cccn2-c2ccccn2)nc1 (stereo not drawn),-4,-0.4,1.9,-1.2,-4.6,-0.5,-1,-6,-35,-2,-21
Cc1cccc(C(=O)Nc2ccc(N3CCN(c4ccc(C(F)(F)F)cn4)CC3)nc2)c1,65*,-0.1,3.6,-1.0,-0.4,-0.5,-3,0,-3,-5,3
CC1CC[C@@]2(OC1)O[C@H]1CC3[C@@H]4C[C@@H](O)[C@@]5(O)C[C@@H](O)[C@H](O)C[C@]5(C)[C@H]4CC[C@]3(C)[C@H]1[C@@H]2C (stereo partly drawn),1,0.2,-0.9,-1.1,5.7,-1.1,-1,4,-3,2,2
CC(C)c1[nH]nc2c1C(c1ccco1)C(C#N)=C(N)O2 (stereo not drawn),-6,0.2,0.9,-1.8,-5.1,1.8,-1,-2,-2,2,-1
O=C(c1ccc(Cn2c(=S)[nH]c3ccc(N4CCOCC4)cc3c2=O)cc1)N1CCN(c2ccc(F)cc2)CC1,5,-1.5,-0.9,-1.6,3.3,-1.4,0,-28,i,-5,i
CCCCn1c(N)c(N(CC)C(=O)c2ccc3c(c2)S(=O)(=O)c2ccccc2C3=O)c(=O)[nH]c1=O,1,0.2,1.1,-0.5,-2.0,-1.8,-1,1,2,0,4
O=C(CSc1ncnc2c1cnn2-c1cccc(Cl)c1)NCC1CCCO1 (stereo not drawn),2,0.4,0.5,-0.8,-0.3,-1.1,-1,0,-5,-1,0
COc1cccc(Cn2cc(N)cn2)c1,5,-1.7,3.1,-1.1,-4.4,-1.4,-1,0,-2,-3,9
Fc1ccc(-c2nc3c(Cl)cc(C(F)(F)F)cn3c2Cc2ccccc2)cc1,4,0.5,·,-0.8,2.7,0.7,3,0,0,-1,1
c1ccc(-c2ccccc2OCc2nnc3n2CCC3)cc1,3,-0.1,0.1,-1.3,3.6,-1.0,2,2,2,0,5
OCC1(Cc2ccccc2)CCCN(Cc2c[nH]c3ccccc23)C1 (stereo not drawn),4,-0.4,-0.2,0.5,-0.5,1.7,-2,-3,-1,-5,4
CCCCN(C(=O)c1cc(CC)c(C)s1)c1c(N)n(CCC)c(=O)[nH]c1=O,-3,-1.6,0.2,-1.1,1.1,1.7,0,-4,-2,2,-3
O=C(O)C(Cc1cc2ccccc2[nH]1)N1C(=O)C2CC=C(Cl)CC2C1=O (stereo not drawn),-6,1.6,0.5,-0.1,1.4,2.5,1,0,-1,2,0
Cn1c(-c2ccsc2)c(-c2cccs2)c2cc(-c3ccc4[nH]ccc4c3)ccc21,-3,0.5,0.8,-1.1,0.7,3.2,-1,-1,-25,-2,-11
O=C(Nc1ccc2nc(-c3cccs3)[nH]c2c1)c1cccs1,-1,-0.5,-1.7,-1.4,2.1,-1.0,5,-26,-121,-1,-99
CC1=[N+]([O-])C(C)(C)CC(C)(C)c2ccccc21,-2,0.4,0.2,-0.8,2.0,-0.4,-3,2,12*,-4,3
CC(Oc1ccc(Cl)cc1)C(=O)NCC1CCCO1 (stereo not drawn),0,0.3,1.2,-0.4,-1.6,-1.2,-1,4,-4,-1,1
CCOC(=O)c1ccccc1NC(=O)CSc1nnc(Cc2cccn2C)n1-c1ccc(F)cc1,4,-0.9,-0.5,-1.2,-3.2,-1.1,5,2,-5,-6,-3
Cc1cc(C)c(S(=O)(=O)N2CCOC2CNC(=O)C(=O)NCCc2ccc(S(N)(=O)=O)cc2)c(C)c1 (stereo not drawn),3,-2.0,-0.4,-0.7,-2.9,-2.0,0,-2,3,-5,-2
O=S(=O)(c1ccc(Br)cc1)N1CCCN(Cc2cccc(F)c2)CC1,1,0.0,1.7,-0.4,0.5,-2.2,-3,-1,-1,-3,2
CN(CC(=O)Nc1cccc(F)c1)C(=O)c1ccccc1-n1cnnn1,-2,0.0,-0.6,-0.6,-0.4,0.0,-3,-8,-9,2,1
CC(C)(C)OC(=O)NC1CONC1=O (stereo not drawn),-4,-0.5,-0.3,-1.6,-2.4,-1.2,-4,0,1,-4,6
COc1ccc2c(c1OC)C(=O)N1C2SC[C@H]1C(=O)NC1CCCCC1 (stereo partly drawn),-3,-0.2,0.6,-1.1,4.3,-1.9,-1,-33,-193,-4,-138
CCOCCCNC(=O)COc1ccc(OC)cc1,-3,0.3,-0.5,-0.9,-1.4,-0.1,3,-2,1,2,2
CC1CN(S(=O)(=O)c2cccc(C(=O)OCC(=O)N3CCCCCC3)c2)CC(C)O1 (stereo not drawn),5,-0.3,1.3,-1.1,-2.6,-1.6,-3,-3,0,4,5
COC(=O)c1ccc(Nc2cc(C)nc3ccccc23)cc1,-7,-0.7,0.3,-1.9,0.6,-0.3,-6,-4,-15,5,-8
CCOC(=O)c1c2c(c(=S)n(-c3ccccc3)c1N)CCC2,-4,-0.7,-0.8,-1.8,-4.3,-1.8,-1,-3,-16,-4,-14
CC(NC(=O)C(c1ccccc1)c1ccccc1)C(=O)N1CCCCC1 (stereo not drawn),-8,-0.5,-2.0,-0.7,1.8,0.1,4,2,4,-4,0
CC1Cc2nc(SCC(=O)Nc3ccc(F)cc3)n(C)c(=O)c2S1 (stereo not drawn),4,-1.4,-1.1,-0.9,-2.1,-2.6,0,-1,4,2,1
Fc1ccc(-n2nnc(-c3nccs3)n2)cc1,-1,2.1,-0.2,0.4,8.4,4.3,5,-1,4,10,2
CC(C)N1C(=O)CSC1c1ccc(Br)cc1 (stereo not drawn),5,-0.5,0.3,-1.4,-0.7,-1.1,-6,-6,1,5,-1
CC(C)(C)C(CN1CCCC1)OC(=O)c1ccccc1 (stereo not drawn),-1,-0.3,2.5,-1.3,1.5,-1.0,-1,-4,-7,-4,1
Cc1ccc(N(CCC#N)C(=O)CCl)cc1C,-8,-2.0,-2.6,-1.8,-0.9,-1.6,-8,-5,0,0,0
